High-throughput results: PubChem BioAssay, several laboratories
HER2 expr 66K: lowers expression of human Her2 kinase. P04626. SKBR-3 HER2 protein level, AlphaScreen, 18-24 h; active compounds read low. AID 645. 65,000 compounds, 0.69% hits. HER2 level % of control, % at 10 µM;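 active = HER2 level under 5% of the carrier-only control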;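 also: 100% = DMSO carrier and 0% = 500 nM PU-H71 HSP90 inhibitor; lower value means stronger loss of Her2 protein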
MKP-1 inh: human dual specificity phosphatase 1 inhibition; recombinant MKP-1, OMFP hydrolysis fluorescence; inhibition, %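 (compounds tested at a single concentration somewhere between 10 and 100 µM)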; AID 374; P28562; 65,000 compounds, 0.15% hits;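 active = inhibition above about 50%, limit read from the data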;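 also: 0% = DMSO max control wells and 100% = wells with enzyme stopped by NaOH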
TNAP act mid DEA: activators of human TNAP at intermediate phosphate acceptor; P05186; 64,000 tested, under 10 active; AID 813; purified TNAP, CDP-star luminescence, 100 mM DEA, 30 min; active compounds read high; scale: 0 levamisole-inhibited, 1 vehicle-only enzyme; activation factor at 20 µM;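 active = activation factor of at least 2 at 20 µM, relative to controls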
RORa activator: activators of human nuclear receptor RORA; P35398; CHO-K1 Gal4-RORA LBD luciferase reporter, luminescence; percent increase over mock-subtracted basal signal; activation, % at 10 µM; 65,000 compounds, 1.5% hits;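 active = activation above the mean of all tested compounds plus 3 SD, cut at about 49% in these data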;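 also: 0% = DMSO-treated RORA cells and 100% = added signal equal to DMSO minus mock-transfected cells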
Target sequence (P35398 whole entry, looked up, the tested form may be a part): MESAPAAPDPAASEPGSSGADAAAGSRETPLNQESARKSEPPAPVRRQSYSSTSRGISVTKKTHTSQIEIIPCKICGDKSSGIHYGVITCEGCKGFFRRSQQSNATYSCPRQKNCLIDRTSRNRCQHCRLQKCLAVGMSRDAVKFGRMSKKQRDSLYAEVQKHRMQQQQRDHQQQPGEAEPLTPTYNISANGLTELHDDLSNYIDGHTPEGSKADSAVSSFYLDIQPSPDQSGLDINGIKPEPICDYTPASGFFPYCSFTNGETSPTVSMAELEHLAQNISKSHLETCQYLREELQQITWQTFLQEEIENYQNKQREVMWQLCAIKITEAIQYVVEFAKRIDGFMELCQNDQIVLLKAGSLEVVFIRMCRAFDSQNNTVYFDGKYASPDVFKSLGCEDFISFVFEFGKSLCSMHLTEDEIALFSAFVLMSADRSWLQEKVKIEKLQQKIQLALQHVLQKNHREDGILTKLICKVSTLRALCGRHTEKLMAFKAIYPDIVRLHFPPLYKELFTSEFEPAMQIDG
FXIIa mix inh: inhibitors of human coagulation factor XIIa, pooled mixtures. P00748. inhibition, % at 5 µM. purified FXIIa, fluorogenic substrate. 62,000 compounds, 0.2% hits; in the data active = inhibition above about 20%, passing the limit was not always enough;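 also: 0% = enzyme without compound and 100% = no enzyme blank; some results filed as inactive read as strong as hits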
Hsp90 block: displaces geldanamycin probe from tumor Hsp90; 64,000 compounds, 0.35% hits; inhibition, % at 30 µM; P07900; NCI-N417 lysate Hsp90, Cy3B-geldanamycin FP displacement;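 active = inhibition above 50%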;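 also: 0% = tracer plus lysate wells and 100% = tracer alone without lysate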
D1 mod: allosteric modulators of human D1 dopamine receptor; 58,000 compounds, 5.9% hits; B-score at 10 µM; HEK293 D1, CRE-luciferase, dopamine EC30 potentiation; actives deviate in either direction; P21728;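 active = luminescence count or its row- and column-corrected plate score outside the 99.7% band of the plate's sample wells, on either side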
Target sequence (P21728 whole entry, looked up): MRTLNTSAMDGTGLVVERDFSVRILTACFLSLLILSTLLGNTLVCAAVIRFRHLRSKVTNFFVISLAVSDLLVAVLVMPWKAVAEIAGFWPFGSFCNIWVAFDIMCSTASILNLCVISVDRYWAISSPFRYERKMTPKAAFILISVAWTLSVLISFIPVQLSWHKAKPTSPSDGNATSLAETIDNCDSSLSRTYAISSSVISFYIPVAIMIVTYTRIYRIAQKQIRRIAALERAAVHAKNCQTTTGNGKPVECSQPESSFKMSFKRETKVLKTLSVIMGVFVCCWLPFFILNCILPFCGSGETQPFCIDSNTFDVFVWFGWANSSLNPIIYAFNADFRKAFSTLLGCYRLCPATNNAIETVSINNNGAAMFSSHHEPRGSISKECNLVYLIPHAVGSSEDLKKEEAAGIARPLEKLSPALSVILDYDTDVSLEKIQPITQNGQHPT
Cdc25B block: inhibitors of human Cdc25B phosphatase. inhibition, %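 (compounds tested at 10 µM final in the well)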. recombinant Cdc25B, OMFP fluorescence Ex485/Em525. AID 368. 65,000 compounds, 0.1% hits; in the data active = inhibition above about 50%
SF1 activator: activators of human nuclear receptor SF-1; activation, % at 10 µM; Q13285; AID 522; 65,000 compounds, 1.9% hits; CHO-K1 Gal4-SF-1 LBD luciferase reporter; % increase over DMSO SF-1-specific signal;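 active = activation above the mean activation of all tested compounds plus 3 SD, cut at about 50% in these data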
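System: CHO-K1 cells with Gal4–hSF-1 LBD chimera plus Gal4-driven luciferase; quantity: 4,000 CHO-K1 cells per well; compound: one dose, 10 µM compound, 1% DMSO; times: 20 h compound treatment, 37 °C; measured by: SteadyLite luciferase luminescence; read-out: percent activation versus DMSO; benchmarks: DMSO and mock-transfected background; replicates: one test per compound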
Numbers without * were called inactive.

What do the screens show for `CCN(CC)c1ccc(-c2nn3c(-c4ccccc4OC)nnc3s2)cc1`?
HER2 expr 66K: 25; MKP-1 inh: 35; TNAP act mid DEA: 1.1; RORa activator: -51; FXIIa mix inh: 9; Hsp90 block: -1; D1 mod: -0.22; Cdc25B block: -38; SF1 activator: -67

Results for O=CNc1ccccc1Oc1ccccc1 ?
HER2 expr 66K: 91; MKP-1 inh: -4; TNAP act mid DEA: 0.9; RORa activator: 1; FXIIa mix inh: 8; Hsp90 block: 2; D1 mod: 0.94; Cdc25B block: 3; SF1 activator: 13

How did OCCN1CCN(c2ncnc3nc[nH]c23)CC1 do in these assays?
HER2 expr 66K: 97; MKP-1 inh: 3; TNAP act mid DEA: 1; RORa activator: -2; FXIIa mix inh: -4; Hsp90 block: 3; Cdc25B block: -5; SF1 activator: -9

Results for COc1ccc(S(=O)(=O)N(Cc2ccccc2)Cc2nc(-c3ccccc3)no2)cc1 ?
HER2 expr 66K: 90; MKP-1 inh: 2; TNAP act mid DEA: 0.9; RORa activator: -12; FXIIa mix inh: -15; Hsp90 block: -1; D1 mod: -0.53; Cdc25B block: -16; SF1 activator: -22

Results for O=C(CSc1ncnc2sc3c(c12)CCCC3)c1ccco1 ?
HER2 expr 66K: 38; MKP-1 inh: 20; TNAP act mid DEA: 0.9; RORa activator: -8; FXIIa mix inh: 7; Hsp90 block: -1; Cdc25B block: -3; SF1 activator: 3

What do the screens show for `CCC(=O)Nc1nnc(-c2ccc(OC)cc2)o1`?
HER2 expr 66K: 99; MKP-1 inh: -6; TNAP act mid DEA: 0.9; RORa activator: 24; FXIIa mix inh: 9; Hsp90 block: -3; Cdc25B block: -5; SF1 activator: -10

Results for COC(=O)c1c(-c2cccs2)csc1NC(=O)c1cccnc1 ?
HER2 expr 66K: 112; MKP-1 inh: 26; TNAP act mid DEA: 1; RORa activator: -4; FXIIa mix inh: 6; Hsp90 block: -2; Cdc25B block: 0; SF1 activator: -8

Results for COc1ccc(C(=O)Oc2ccc(C(C)=O)cc2)c(OC)c1 ?
HER2 expr 66K: 104; MKP-1 inh: -7; TNAP act mid DEA: 0.8; RORa activator: 2; FXIIa mix inh: 3; Hsp90 block: -1; D1 mod: -1.2; Cdc25B block: 1; SF1 activator: -26

How did COc1cccc(CC(NC(C)=O)C(=O)NC2CCN(c3nc(C)cc(C)c3C#N)CC2)c1OC (configuration not stated) do in these assays?
HER2 expr 66K: 87; MKP-1 inh: 5; TNAP act mid DEA: 0.8; RORa activator: 27; FXIIa mix inh: 3; Hsp90 block: -4; Cdc25B block: -7; SF1 activator: 4

How did COc1ccccc1N1CCN(C(=O)c2cc3cc(Br)ccc3oc2=O)CC1 do in these assays?
MKP-1 inh: 5; TNAP act mid DEA: 1; RORa activator: -18; FXIIa mix inh: 2; Hsp90 block: -2; D1 mod: -0.88; Cdc25B block: -6; SF1 activator: 8

How did COc1ccc(Cl)cc1NC(=O)COC(=O)CCNC(C)=O do in these assays?
HER2 expr 66K: 98; MKP-1 inh: 1; TNAP act mid DEA: 1; RORa activator: 0; FXIIa mix inh: -1; Hsp90 block: -1; D1 mod: -0.0017; Cdc25B block: -12; SF1 activator: 0

How did CC(=NCCN1CCOCC1)C1=C(O)c2ccccc2C1=O do in these assays?
HER2 expr 66K: 117; MKP-1 inh: 19; TNAP act mid DEA: 1; RORa activator: -4; FXIIa mix inh: 9; Hsp90 block: -5; D1 mod: 0.82; Cdc25B block: -3; SF1 activator: 4

How did CCCc1cc(C(=O)Nc2nnc(C)s2)cs1 do in these assays?
HER2 expr 66K: 105; MKP-1 inh: -13; TNAP act mid DEA: 1; RORa activator: -4; FXIIa mix inh: 4; D1 mod: -1.2; Cdc25B block: -7; SF1 activator: 5

What do the screens show for `CCOC(=O)C1CCN(S(=O)(=O)Cc2ccc(Cl)cc2)CC1`?
HER2 expr 66K: 77; MKP-1 inh: 13; TNAP act mid DEA: 0.9; RORa activator: -14; FXIIa mix inh: 4; Hsp90 block: -4; D1 mod: -0.34; Cdc25B block: -11; SF1 activator: 3

How did N#CCCCSc1nnnn1-c1cccc(Cl)c1 do in these assays?
HER2 expr 66K: 101; MKP-1 inh: -1; TNAP act mid DEA: 1; RORa activator: -17; FXIIa mix inh: 9; Hsp90 block: -2; D1 mod: 0.95; Cdc25B block: -5; SF1 activator: -11

Results for CCNC(=O)c1sc(=S)n(CC)c1N ?
HER2 expr 66K: 89; MKP-1 inh: 5; TNAP act mid DEA: 1; RORa activator: -2; FXIIa mix inh: 3; Hsp90 block: 3; D1 mod: 0.13; Cdc25B block: 8; SF1 activator: -14

What do the screens show for `COc1cccc(OCc2nnc(SC)n2C)c1`?
HER2 expr 66K: 147; MKP-1 inh: 0; TNAP act mid DEA: 0.9; RORa activator: 5; FXIIa mix inh: 4; Hsp90 block: -1; D1 mod: -0.74; Cdc25B block: -14; SF1 activator: 25

How did CC1CN(C(=O)c2cccc(S(=O)(=O)N3CCOCC3)c2)CC(C)O1 (configuration not stated) do in these assays?
HER2 expr 66K: 99; MKP-1 inh: -13; TNAP act mid DEA: 0.9; RORa activator: 7; FXIIa mix inh: 9; Hsp90 block: -2; D1 mod: -0.28; Cdc25B block: 4; SF1 activator: 8

Results for O=C(NCCCN1CCN(c2ccccc2F)CC1)C1CCC(=O)N1C1CCCC1 (configuration not stated) ?
HER2 expr 66K: 70; MKP-1 inh: 4; TNAP act mid DEA: 1; RORa activator: 4; FXIIa mix inh: 10; Hsp90 block: 2; D1 mod: 1.7; Cdc25B block: -25; SF1 activator: 1

Results for Cc1cc(Cl)c(S(=O)(=O)Nc2ccccn2)cc1OCC(N)=O ?
HER2 expr 66K: 121; MKP-1 inh: -1; TNAP act mid DEA: 0.9; RORa activator: 2; FXIIa mix inh: 38; Hsp90 block: 4; D1 mod: 1.3; Cdc25B block: -19; SF1 activator: -10

How did COCCNC(=O)C(C)N(c1ccc(Oc2ccccc2)cc1)S(C)(=O)=O (configuration not stated) do in these assays?
HER2 expr 66K: 98; MKP-1 inh: 4; TNAP act mid DEA: 0.9; RORa activator: -7; FXIIa mix inh: -2; Hsp90 block: -2; D1 mod: 0.078; Cdc25B block: 1; SF1 activator: 5

How did COc1ccc(C2C=C(c3ccc(Br)cc3)Nc3nc(N4C(=O)CCC4=O)nn32)cc1 (configuration not stated) do in these assays?
HER2 expr 66K: 59; MKP-1 inh: 28; TNAP act mid DEA: 1; RORa activator: -2; FXIIa mix inh: -18; Hsp90 block: -2; D1 mod: -0.8; Cdc25B block: -1; SF1 activator: -17

What do the screens show for `CCOC(=O)C1=C(C)N(C)C(C)=C(C(=O)OCC)C1c1cccnc1`?
HER2 expr 66K: 106; MKP-1 inh: -5; TNAP act mid DEA: 0.8; RORa activator: 11; FXIIa mix inh: 0; Hsp90 block: 0; D1 mod: -0.3; Cdc25B block: -9; SF1 activator: 15

Results for COc1ccc(OC)c(C2=NO[C@@H]3C(=O)N(c4cc(Cl)ccc4OC)C(=O)[C@H]23)c1 ?
HER2 expr 66K: 89; MKP-1 inh: -18; TNAP act mid DEA: 1; RORa activator: -20; FXIIa mix inh: 2; Hsp90 block: -2; D1 mod: 0.11; Cdc25B block: 3; SF1 activator: -3

Two records picked at random from those above:
How did COCCNC(=O)C(C)N(c1ccc(Oc2ccccc2)cc1)S(C)(=O)=O (configuration not stated) do in these assays?
HER2 expr 66K: 98; MKP-1 inh: 4; TNAP act mid DEA: 0.9; RORa activator: -7; FXIIa mix inh: -2; Hsp90 block: -2; D1 mod: 0.078; Cdc25B block: 1; SF1 activator: 5

Results for COc1ccc(OC)c(C2=NO[C@@H]3C(=O)N(c4cc(Cl)ccc4OC)C(=O)[C@H]23)c1 ?
HER2 expr 66K: 89; MKP-1 inh: -18; TNAP act mid DEA: 1; RORa activator: -20; FXIIa mix inh: 2; Hsp90 block: -2; D1 mod: 0.11; Cdc25B block: 3; SF1 activator: -3

(more compounds)
What do the screens show for `O=C(Nc1nnc(C2CC2)s1)C1Cc2ccccc2CN1S(=O)(=O)c1cccs1` (configuration not stated)?
HER2 expr 66K: 114; MKP-1 inh: 30; TNAP act mid DEA: 0.9; RORa activator: 16; FXIIa mix inh: -2; Hsp90 block: -3; Cdc25B block: 7; SF1 activator: 7

What do the screens show for `CCCC(=O)Nc1ccc(NC(=O)C2CC2)cn1`?
HER2 expr 66K: 78; MKP-1 inh: 7; TNAP act mid DEA: 1; RORa activator: -13; FXIIa mix inh: 4; Hsp90 block: 1; D1 mod: 5.3*; Cdc25B block: 5; SF1 activator: 2

Results for CN1CCN(c2nc3c(c(=O)[nH]c(=O)n3C)n2CCSc2nc3ccccc3s2)CC1 ?
HER2 expr 66K: 103; MKP-1 inh: -2; TNAP act mid DEA: 0.9; RORa activator: -18; FXIIa mix inh: 2; Hsp90 block: 6; D1 mod: 0.16; Cdc25B block: -5; SF1 activator: -17

Results for Cc1onc(-c2c(Cl)cccc2Cl)c1C(=O)NCCCN1CCOCC1 ?
HER2 expr 66K: 108; MKP-1 inh: -3; TNAP act mid DEA: 0.8; RORa activator: 1; FXIIa mix inh: 5; Hsp90 block: 1; D1 mod: -0.098; Cdc25B block: -9; SF1 activator: -6

Results for Cc1ccc(C(=O)Nc2ccc(S(=O)(=O)N3CCc4ccccc43)cc2)o1 ?
HER2 expr 66K: 93; MKP-1 inh: 1; TNAP act mid DEA: 0.9; RORa activator: 4; FXIIa mix inh: 7; Hsp90 block: -1; D1 mod: -0.014; Cdc25B block: -8; SF1 activator: 0

How did CC1CCN(c2nc3c(c(=O)n(C)c(=O)n3C)n2Cc2ccccc2)CC1 do in these assays?
HER2 expr 66K: 101; MKP-1 inh: -2; TNAP act mid DEA: 0.9; RORa activator: 14; FXIIa mix inh: 1; Hsp90 block: -2; D1 mod: 1.7; Cdc25B block: -21; SF1 activator: -13

Results for O=C(O)c1cc2cc(OCc3ccccc3)ccc2[nH]1 ?
HER2 expr 66K: 96; MKP-1 inh: 5; TNAP act mid DEA: 1; RORa activator: 9; FXIIa mix inh: 4; Hsp90 block: -3; D1 mod: -0.43; Cdc25B block: -12; SF1 activator: 23

Results for COCc1nnc(SCC(=O)Nc2cccc(Cl)c2C)n1-c1ccccc1 ?
HER2 expr 66K: 88; MKP-1 inh: 12; TNAP act mid DEA: 1; RORa activator: 18; FXIIa mix inh: 9; Hsp90 block: -4; D1 mod: -1.1; Cdc25B block: -3; SF1 activator: -5

What do the screens show for `Cc1cc(C(=O)N2CCN(c3ncccn3)CC2)cs1`?
HER2 expr 66K: 106; MKP-1 inh: -6; TNAP act mid DEA: 0.9; RORa activator: -1; FXIIa mix inh: 1; Hsp90 block: -5; D1 mod: 0.83; Cdc25B block: -10; SF1 activator: -10

What do the screens show for `Cc1nn(CC(=O)O)c(C)c1C`?
HER2 expr 66K: 87; MKP-1 inh: -10; TNAP act mid DEA: 0.9; RORa activator: -8; FXIIa mix inh: 0; Hsp90 block: -1; D1 mod: 0.07; Cdc25B block: 8; SF1 activator: 4

Results for COc1ccc2ccccc2c1CN1CCN(C(=O)c2ccccc2)CC1 ?
HER2 expr 66K: 82; MKP-1 inh: 9; TNAP act mid DEA: 0.9; RORa activator: -1; FXIIa mix inh: -10; Hsp90 block: -1; D1 mod: -0.0064; Cdc25B block: -7; SF1 activator: -2

What do the screens show for `CCOc1ccc(NC(=O)CSc2nnnn2CC(=O)O)cc1`?
HER2 expr 66K: 113; MKP-1 inh: -9; TNAP act mid DEA: 0.9; RORa activator: 5; FXIIa mix inh: -12; Hsp90 block: 3; D1 mod: 0.081; Cdc25B block: 4; SF1 activator: 17

Results for Cc1c(/C(O)=C2/C(=O)C(=O)N(CCN3CCOCC3)C2c2cccs2)cnn1-c1ccccc1 (configuration not stated) ?
HER2 expr 66K: 76; MKP-1 inh: 2; TNAP act mid DEA: 0.9; RORa activator: 6; FXIIa mix inh: 3; Hsp90 block: -5; D1 mod: -1.4; Cdc25B block: 1; SF1 activator: 12
